MT stabilize HCS – microtubule stabilization, imaging screen; HeLa tubulin immunostaining HCS, 24 h; share of cells brighter than vehicle mean+2SD; AID 2205; 200,000 tested, 0.83% active; % tubulin-high responders, % at 10 µM;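 active = plate Z-score above 3 for both tubulin-high and condensed-nucleus cell shares, with cell loss under 80%, at 10 µM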;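 note: anti alpha tubulin signal scored within the nucleus-defined area of each cell; some results filed as inactive read as strong as hits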
WT yeast gro inh – growth inhibition of WT yeast, mitochondrial fusion screen; mitochondrial fusion phenotypic screen, WT strain; inhibition, % at 10 µM; 190,000 tested, 2.1% active; AID 1362; in the data active = inhibition above about 58%; tested in S. cerevisiae
Autophagy HCS – modulators of autophagy; calls only at 10 µM (by protocol); MEF GFP-LC3 puncta imaging; test concentration mostly 10 µM; 190,000 tested, 0.98% active;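 active = percentage of spot-positive cells more than 3 SD above its plate mean, without a fluorescence outlier flag or 80% toxicity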;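 note: spot-positive cell cutoff set from DMSO-treated cells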
Insulin prom up – MIN6 insulin promoter up-regulation; MIN6 insulin promoter-GFP reporter, high-content imaging; active compounds read high; z-score at 5 µM; 190,000 tested, 0.3% active;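 active = z-score above 3 at 5 µM with at least 500 cells counted in the well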
Dynein cargo inh – blocks dynein driven cargo transport along microtubules | 220,000 tested, 0.47% active | z-score, hits read low | 3617.4 mouse cells, GR-EGFP nuclear translocation imaging; test concentration mostly 20 µM; stimulated with dexamethasone, 1 µM; active compounds read low | AID 1381;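 active = plate z-score of nuclear minus cytoplasmic receptor signal below a set negative limit, without overly bright fluorescence or cell loss, cut at about -3.5 in these data, passing the limit was not always enough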;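 note: z-score of nuclear minus cytoplasmic ring GR-EGFP intensity difference per well; some compounds called inactive have numbers as strong as hits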
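Buffer or medium: tet-free, stripped-serum medium; reagent: dexamethasone at 1.0 µM final, 30 min; incubation: 48 h induction, 1 h compound, 30 min dex at 37 °C; measured by: formaldehyde fixation, Hoechst nuclear stain, 10x automated fluorescence imaging; read-out: nuclear-to-cytoplasmic GR-EGFP distribution per well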
b-catenin transl – beta-catenin nuclear translocation modulation | HeLa beta-catenin nuclear translocation, immunofluorescence imaging | nuclear translocation activity, % at 5 µM | 190,000 tested, 0.3% active;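 active = nuclear translocation activity above 50% at 5 µM, with a well cell count of 50 or more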;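 note: per-cell ratio of nuclear to cytoplasmic median beta-catenin stain intensity; plate controls were DMSO negative control for no effect and GSK-3 inhibitor IX positive control for full effect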
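Signal – beta-catenin immunofluorescence imaging with DAPI · Test system – human HeLa cell line · Dosing – 5 µM primary single dose, 0.1% DMSO, 0.02–20 µM confirmation series · Measure – % activation, nuclear-to-cytoplasmic median beta-catenin signal ratio per cell · Incubation – 24 h compound exposure at 37°C, 5% CO2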
Yfh1-depleted yeast – enhancers of respiration in Yfh1-depleted yeast, dose response, Friedreich's ataxia, plus single-dose screen (AID 1465); S. cerevisiae Yfh1-off respiration, WST-1 reduction, 72 h; higher fold induction means a stronger effect; fold induction at 50 µM, or EC50 in µM where a hit was titrated; 220,000 tested, 0.074% active;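 active = fold induction of absorbance versus untreated yeast above a set limit, then at least 30% activation at any dose in follow-up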;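 note: activators that raise dye reduction in frataxin-depleted yeast; strong numbers were not always called active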
HEK293 NOD2/NF-kB – inhibition of NOD2-driven NF-kB reporter – cell-based, luminescence, uHTS, HEK293 (AID 1566); one-dose inhibition, % at 4 µM; EC50 in µM for titrated hits; HEK293 NOD2/NF-kB luciferase reporter, luminescence; higher % means a stronger effect; 290,000 tested, 0.63% active; in the data active = inhibition above about 50%; note: many of its hits are not listed in these tables
Lipid droplet – modulators of hepatic lipid droplet formation; AML12 mouse hepatocytes, oleate lipid droplets, BODIPY imaging; inhibition, % at 6.5 µM; 240,000 tested, 0.4% active;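 active = lipid droplet intensity inhibited by at least 50%, with more than 500 cells counted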
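Test system: AML12 mouse liver cells; schedule: overnight exposure; technique: high-content imaging of BODIPY-stained droplets and DAPI nuclei; read-out: % inhibition of corrected integrated BODIPY droplet signal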
WT yeast gro inh mutant strain – second read-out of WT yeast gro inh, no call of its own (marks repeat the call); inhibition, %; mitochondrial fusion phenotypic screen, mutant strain inhibition
Dynein cargo inh cytoplasmic EGFP – further read-out of Dynein cargo inh, marked with its call; z-score; measured here: cytoplasmic GR-EGFP intensity; active compounds read high
Dynein cargo inh nuclear GR-EGFP – further read-out of Dynein cargo inh, marked with its call; z-score; measured here: nuclear GR-EGFP intensity;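 lower value marks the stronger effect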
Dynein cargo inh cell count – also measured in Dynein cargo inh; calls as there; z-score; measured here: cell count per field
Insulin prom up cell count – further read-out of Insulin prom up, marked with its call; cell count; measured here: cytotoxicity, nuclei count;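 total cells summed across four imaged fields per well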
Lipid droplet cells 6.5 µM – further read-out of Lipid droplet, marked with its call; cell count; measured here: cell count, cytotoxicity flag;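 cells counted across two imaged fields per well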
b-catenin transl cell count 5 µM – further read-out of b-catenin transl, marked with its call; cell count; measured here: cell count, cytotoxicity flag
MT stabilize HCS Hoechst-high % – recorded beside MT stabilize HCS, whose call it bears; % Hoechst-high responders; measured here: nuclear condensation Hoechst responders;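 share of cells brighter than vehicle mean plus two SD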
MT stabilize HCS cytotoxicity % – further read-out of MT stabilize HCS, marked with its call; toxicity, %; measured here: cytotoxicity by cell density;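 0% = mean cell density of plate MIN control wells and 100% = no cells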
Autophagy HCS cell loss 18 h – recorded beside Autophagy HCS, whose call it bears; toxicity, %; measured here: cell loss, nuclei count;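 cell loss after 18 h compound exposure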
Starred values were filed as active, the others as inactive; i = inactive; nt = not tested or not shown. Not all compounds are listed; the hit share may differ from the screen's.

SMILES	MT stabilize HCS	MT stabilize HCS Hoechst-high %	MT stabilize HCS cytotoxicity %	WT yeast gro inh	WT yeast gro inh mutant strain	Autophagy HCS	Autophagy HCS cell loss 18 h	Insulin prom up	Insulin prom up cell count	Dynein cargo inh	Dynein cargo inh cytoplasmic EGFP	Dynein cargo inh nuclear GR-EGFP	Dynein cargo inh cell count	b-catenin transl	b-catenin transl cell count 5 µM	Yfh1-depleted yeast	HEK293 NOD2/NF-kB	Lipid droplet	Lipid droplet cells 6.5 µM
O=C(c1ccc2ccccc2c1)N1CCN(c2ccc([N+](=O)[O-])c(N3CCOCC3)c2)CC1	4.8	2.3	0.9	34	17	i	-3	-0.26	1448	0.24	-0.44	0.67	0.2	-5.6	995	i	9%	nt	nt
CCC(C)(NC(=O)c1cccc(N2C(=O)CSC2c2ccccc2)c1)C(=O)Nc1ccccc1C (stereo not drawn)	2.9	2.3	7.5	-1	5	i	8	-0.63	1314	0.21	-0.22	0.63	0.41	-0.4	1375	i	13%	nt	nt
Cc1ccc(Oc2nsnc2N2CCOCC2)cc1	7.3	4.0	14	-10	-16	i	54	-0.58	1395	0.92	-0.039	0.85	-1.8	-0.7	1429	i	-26%	nt	nt
N#CC(C#N)=C1NC2(CCCC2)Cc2ccccc21	2.0	6.1	5.2	-7	-11	i	-7	0.06	1287	1.6	-0.22	0.43	-1.2	nt	nt	i	24%	-20	629
COc1ccc(CN2CCC(C(=O)N3CCCC(C)C3)CC2)cc1OC (stereo not drawn)	1.5	1.6	1.0	7	7	i	11	-0.21	1362	-0.7	-0.26	-0.36	0.57	0.1	1546	i	8%	-1	647
COc1cc(C2=NOC(C(=O)NCc3cccs3)C2)cc(OC)c1OC (stereo not drawn)	27	4.7	63	-19	-12	i	45	0.75	662	0.025	-0.31	-0.12	0.051	nt	nt	i	5%	12	754
O=C1CC(N2CCN(c3ccc(C(=O)c4ccc(F)cc4)cc3)CC2)C(=O)N1 (stereo not drawn)	4.5	4.5	5.7	14	16	i	0	-0.13	1391	1	-0.049	0.89	-0.7	1.3	1080	i	18%	-1	785
CCC(CC)C(=O)Nc1cccc(C(=O)Nc2ccc(S(=O)(=O)Nc3ccc(C)cc3)cc2)c1	6.8	4.7	1.8	34	8	i	-9	-0.27	1191	-0.17	-0.21	-0.19	0.27	-0.5	1361	i	36%	nt	nt
Cc1nc2nc(SCC(=O)N3CCOCC3)nn2c(C)c1Cc1ccccc1	2.3	4.0	8.4	4	-6	i	3	-1.1	1258	-1.1	-0.14	-0.13	0.52	-0.1	1338	i	3%	nt	nt
CCOC(=O)c1cnc(SCC(=O)N2CCC(C(N)=O)CC2)nc1N	3.0	1.8	1.3	11	13	i	4	-0.15	1499	1.3	-0.14	1.1	-1.3	-2.6	1076	i	10%	5	701
COC(=O)C1C(=O)c2c([nH]c(C(=O)OC3CCCC3)c2C)CC1C (stereo not drawn)	1.4	1.4	6.2	-15	12	i	-5	-0.82	1216	-0.17	-0.065	-0.13	0.66	-4.2	1227	i	-79%	14	782
CCN(CC)C(=O)c1cc2c(=O)c3cc(F)ccc3oc2nc1C	4.4	1.7	6.0	-2	0	i	11	0.06	1418	-1.1	0.089	-0.4	1.2	0.8	1637	i	-20%	15	666
O=C(Nc1cnc2sc3c(n2c1=O)CCCC3)c1ccc(F)cc1	2.8	1.4	4.4	1	-9	i	13	-0.72	1204	3.4	-0.14	1.8	-1.7	-2.4	996	i	-13%	nt	nt
CN(C)CCCNC(=S)Nc1ccc(-c2ccccc2)cc1	nt	nt	nt	nt	nt	nt	nt	-0.21	1361	-0.24	-0.17	-0.092	-0.38	-1.3	1179	i	21%	-12	710
CC#CCCCC(=O)Nc1ccc(C(=O)O)cc1	5.5	3.4	7.3	1	-7	i	19	nt	nt	-0.063	-0.3	-0.66	-0.6	nt	nt	i	10%	nt	nt
CC1(C)C2CCC(C2)C1C/C=N/NC(N)=S (stereo not drawn)	nt	nt	nt	nt	nt	nt	nt	0.33	1266	0.4	-0.25	0.1	0.03	1.6	1295	i	-6%	-2	746
COC(=O)CSc1nnc(-c2ccc(OC)cc2OC)o1	2.4	3.4	7.0	-16	1	i	-4	-0.62	1807	-0.52	-0.24	-0.46	0.97	0.7	1061	i	3%	-2	691
CC(C)(C)C1CCc2[nH]c3ccccc3c(=O)c2C1 (stereo not drawn)	4.1	1.3	2.8	82*	81*	i	-5	-0.15	1333	0.42	-0.16	0.59	-0.61	0.1	911	i	-28%	nt	nt
Cc1cnc(NC(=O)c2c(-c3ccccc3)noc2C)s1	nt	nt	nt	nt	nt	nt	nt	-0.91	1063	-1.2	-0.11	0.043	0.27	-0.5	1347	i	6%	-18	687
O=C(NNC(=S)Nc1ccccc1Cl)C1CC1	4.9	1.8	0.1	-1	-1	i	7	0.04	1434	0.066	-0.067	0.24	-1.3	-2.0	1146	i	8%	4	707
O=C(O)C1CCN(S(=O)(=O)c2ccc(N3CCOCC3)c([N+](=O)[O-])c2)CC1	5.3	2.8	4.2	-14	4	i	7	0.37	1274	-1.6	-0.29	-0.58	0.14	-1.8	1069	i	1%	-22	693
Cn1cnnc1SCC(=O)Nc1ccc2c(c1)CCC2	2.9	1.2	9.2	-35	6	i	-2	nt	nt	0.45	-0.24	-0.57	0.5	nt	nt	i	-2%	nt	nt
CC(C)[C@H](NC(=O)OCc1ccccc1)C(=O)OCC(=O)NC1CCCCC1	1.1	1.3	4.9	-15	-12	i	-8	-0.48	950	0.74	0.0035	0.81	-0.56	nt	nt	i	-1%	-14	819
C=CCSC1=C(C#N)C(c2ccccc2OCC)C(C#N)C(=O)N1 (stereo not drawn)	4.9	2.6	1.9	-11	-7	i	9	0.63	1564	1.9	-0.14	1	-1.5	-2.1	1053	i	12%	nt	nt
CCOC(=O)CCc1c(C)c(C#N)c2nc3ccccc3n2c1-n1ccnc1	3.2	2.5	6.7	-8	-52	i	4	nt	nt	-0.55	-0.29	-0.33	0.11	0.8	936	i	13%	2	643
COC(=O)c1ccccc1-c1ccc(/C=N/NC(N)=O)o1	nt	nt	nt	nt	nt	nt	nt	1.2	1035	-0.84	-0.27	-0.51	1	3.8	965	i	8%	0	712
O=C(NCc1ccc2c(c1)OCO2)c1cccc(N2CCCC2=O)c1	1.9	1.2	4.7	-1	3	i	35	-0.52	1049	2.9	-0.21	2.3	-0.57	nt	nt	i	17%	-8	730
CC(=O)OC(COc1ccc(F)cc1)Cn1cnc2ccccc21 (stereo not drawn)	4.1	1.3	6.1	0	5	i	3	0.1	1451	0.44	0.21	0.36	-0.8	0.5	1556	i	-19%	6	690
Clc1ss/c(=N\c2ccccn2)c1Cl	0.9	1.0	6.1	-3	-8	i	-9	0.06	1143	-0.41	-0.19	0.078	0.41	0.3	1064	i	5%	4	646
C=CCC(=O)OCCCCCCOc1ccc(C(=O)O)cc1	1.4	1.9	10	-16	-17	i	-5	0.1	1958	nt	nt	nt	nt	-5.6	1114	i	13%	2	622
O=C(Cc1ccccc1)Nc1ccc(NC(=O)c2cccc(Cl)c2)cc1	3.2	1.6	3.7	-5	-7	i	-3	-0.08	1590	-1.3	-0.15	-0.85	0.12	-2.6	1237	i	-21%	22	693
NC(=O)c1ccc(NC(=O)CSc2nnc(-c3ccncc3)n2Cc2ccco2)cc1	nt	nt	nt	nt	nt	nt	nt	nt	nt	0.15	-0.26	0.16	-0.06	-0.7	1288	i	22%	25	770
Oc1ccc(N=C/C=C/c2cccc(Br)c2)cc1-c1nc2ccccc2s1	3.8	4.2	2.2	8	-5	i	-1	-1.4	1488	-0.38	-0.29	-0.41	0.88	-1.4	1115	i	-64%	11	662
CC1CN(C(=O)N2CCOCC2)CCN1C(=O)N1CCOCC1 (stereo not drawn)	1.9	2.5	0.3	3	1	i	-9	-0.01	1046	1	0.14	0.79	-1.8	0.4	1561	i	13%	15	673
CC(/C=N/NC(=O)c1cnccn1)=C\c1ccco1	nt	nt	nt	nt	nt	nt	nt	-0.15	1303	-0.13	-0.26	-0.084	-0.11	-5.4	1204	i	-28%	-4	743
CCOc1ccc(-n2cc(-c3ccccc3)c3c(SC(C)C(=O)OC)ncnc32)cc1 (stereo not drawn)	8.4	1.6	9.1	15	15	i	15	-0.41	1525	0.17	-0.18	-0.034	-0.29	0.3	1125	i	22%	2	707
O=C(Nc1ccccc1Cl)Nc1ccccc1Cl	nt	nt	nt	nt	nt	nt	nt	0.43	1038	-0.92	-0.27	-0.12	1.3	-0.6	1354	i	-11%	6	627
NC(=O)c1cc2ccccc2o/c1=N\NC(=O)c1ccncc1	2.2	1.0	8.2	-2	-12	i	13	0.37	1165	0.74	-0.2	0.41	-0.28	0.2	1021	i	2%	3	686
CCn1cc(C(C)NC(=O)COc2ccc(Cl)cc2C)c(C)n1 (stereo not drawn)	2.6	1.5	1.4	7	11	i	-8	-0.04	1702	1.2	-0.26	0.48	0.3	-0.3	1061	i	14%	0	691

Screening results from PubChem.
